High-throughput results from PubChem.
NIH3T3 tox: NIH 3T3 cell cytotoxicity; NIH 3T3 viability, CellTiter-Glo ATP luminescence, 48-72 h; Potency, µM (doses to about 96.7 µM), inactives show at the highest dose activity change, negative = cytotoxicity, usual class: inhibitors; AID 1345082; 94,000 tested, 4.3% active; further: potency means the concentration at half of the fitted maximal effect; nearly all actives have a fitted effect of over 55% in size
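First NIH 3T3 cells are plated at 400 cells/well; next compound is pinned in; then plates incubate 48 or 72 hr at 37 °C; finally CellTiter-Glo is added and luminescence read after 10 min.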
Luciferase inh: inhibitors of firefly (Photinus pyralis) luciferase; P08659; purified P. pyralis luciferase, luminescence, biochemical; Potency, µM (series often up to 115 µM), for inactives: at the top dose activity change, negative = inhibition, usual class: inhibitors; 76,000 tested, 2.5% active; AID 1347043; further: potency means the concentration at half of the fitted maximal effect; nearly all actives have a fitted effect of over 65% in size
Target sequence (P08659 whole entry, looked up): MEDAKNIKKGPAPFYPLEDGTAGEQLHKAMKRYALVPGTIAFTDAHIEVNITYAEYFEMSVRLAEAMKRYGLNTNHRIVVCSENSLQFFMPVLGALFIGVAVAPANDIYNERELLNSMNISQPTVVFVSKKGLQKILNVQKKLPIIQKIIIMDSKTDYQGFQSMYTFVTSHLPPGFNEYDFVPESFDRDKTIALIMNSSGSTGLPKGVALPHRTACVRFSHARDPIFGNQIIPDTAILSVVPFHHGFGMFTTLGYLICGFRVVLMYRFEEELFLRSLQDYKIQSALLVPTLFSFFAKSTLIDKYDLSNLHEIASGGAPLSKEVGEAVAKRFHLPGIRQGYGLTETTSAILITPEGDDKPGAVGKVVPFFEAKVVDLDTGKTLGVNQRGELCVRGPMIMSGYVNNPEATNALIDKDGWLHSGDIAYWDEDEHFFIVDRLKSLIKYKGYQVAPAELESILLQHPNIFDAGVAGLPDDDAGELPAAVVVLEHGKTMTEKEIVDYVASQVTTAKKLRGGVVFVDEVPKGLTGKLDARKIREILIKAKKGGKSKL
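Luminescence read by CCD imager after adding enzyme (10nM final) to wells holding compound, titrated in qHTS. Substrates 10uM each D-luciferin and ATP; buffer 50mM Tris acetate pH 7.5, 10mM Mg acetate, Tween-20, BSA.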
HEK293 tox: HEK 293 cell cytotoxicity | HEK 293 viability, ATP luminescence (CellTiter-Glo), 48-72 h | Potency, µM (doses to about 115 µM), without a hit: top-dose activity change, negative = cytotoxicity, usual class: inhibitors | 94,000 tested, 6.6% active | AID 1345083; further: potency means the concentration at half of the fitted maximal effect; nearly all actives have a fitted effect of over 60% in size
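HEK 293 cells seeded at 250 cells/well were exposed to compound for 48 or 72 hr at 37 degree Celsius. Viability taken as ATP content by CellTiter-Glo luminescence.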
IP6K1 inhibitor: IP6K1 kinase inhibition; activity change, % (series mostly up to about 58 µM); IP6K1 kinase, ADP-Glo luminescence, 2 h; hits give low values; Q92551; 140,000 tested, 0.81% active; AID 1645851; in the data active means activity change below about -25%
Target sequence (Q92551 whole entry, looked up): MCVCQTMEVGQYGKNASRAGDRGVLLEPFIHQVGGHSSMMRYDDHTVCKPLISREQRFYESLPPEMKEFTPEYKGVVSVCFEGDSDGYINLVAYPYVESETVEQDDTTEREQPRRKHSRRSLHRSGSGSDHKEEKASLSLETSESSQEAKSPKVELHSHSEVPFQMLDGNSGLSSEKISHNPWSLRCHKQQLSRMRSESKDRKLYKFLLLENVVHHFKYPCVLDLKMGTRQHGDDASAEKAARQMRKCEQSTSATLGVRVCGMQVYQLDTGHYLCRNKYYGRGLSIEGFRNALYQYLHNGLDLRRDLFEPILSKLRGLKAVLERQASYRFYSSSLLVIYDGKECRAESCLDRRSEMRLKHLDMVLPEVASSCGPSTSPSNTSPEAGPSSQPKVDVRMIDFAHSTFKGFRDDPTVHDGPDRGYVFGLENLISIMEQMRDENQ
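ADP-Glo luminescence measures ADP made by human IP6K1 during a 2 h RT reaction with ATP/IP6 (mix at 1.3 mM/130 uM); top library doses 57.5 and 19.1 uM final.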
GPT2 inhibitor: GPT2 alanine aminotransferase inhibition; Recombinant GPT2, coupled pyruvate oxidase/HRP Amplex Red fluorescence; 100,000 tested, 0.25% active; Potency, µM (top dose mostly 57.7 µM), for the others: at the top dose activity change, negative = inhibition, usual class: inhibitors; Q8TD30; AID 1671188; further: potency means the concentration at half of the fitted maximal effect; nearly all actives have a fitted effect of over 60% in size; many of its hits are not listed in these tables
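Recombinant GPT2 (10ng/uL) with 250uM a-KG and 2mM L-alanine, 30 min at room temperature, in HEPES pH 7.5 buffer. Pyruvate detected by pyruvate oxidase/HRP/Amplex Red fluorescence after 30 min in the dark; AOA (50uM) as positive control.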
SNCA expr inhib: reduces expression of the alpha-synuclein gene | HEK-293 SNCA-luciferase knock-in, luminescence, 24 h | Potency, µM (highest dose often 57.2 µM), for inactives: at the highest dose activity change, negative = inhibition, hits mostly inhibitors | AID 1671194 | 140,000 tested, 0.17% active;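 further: potency means the concentration at half of the fitted maximal effect; plate controls were DMSO cells for no effect and cell-free wells for full effect; nearly all actives have a fitted effect of over 45% in size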
SNCA viab count: reduces viability of HEK-293 SNCA reporter cells. HEK-293-SNCA-luc viability, GF-AFC fluorescence, 24 h. Potency, µM (doses to about 57.1 µM), for the others: at the top dose activity change, negative = cytotoxicity, actives largely listed as cytotoxic. 150,000 tested, 0.12% active. AID 1671193;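 further: potency means the concentration at half of the fitted maximal effect; 0% = DMSO-treated cells and -100% = medium-only wells without cells; nearly all actives have a fitted effect of over 30% in size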
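HEK-293-SNCA-luc cells (1500/well) plated 24 h, then exposed 24 h to a dilution series; GF-AFC added 30 min at 37C, fluorescence 405/540 nm; normalised to medium-only and DMSO wells, Hill fit.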
The depositor's hits bear a star; i = inactive; ? = inconclusive; . = not tested or not shown; [ ] = remark or other dose. Unless noted, the call rests on the fitted dose curve; in most records, active means well fitted curve in the direction sought with a large enough effect; inconclusive means small, poorly fitted or top-dose-only effect, or another doubt; inactive means no such curve, though single readings can be large; an effect the other way counts as inactive or inconclusive. Unless noted, on the % scale 0 is the no-effect control and ±100 the full control effect.

SMILES | NIH3T3 tox | Luciferase inh | HEK293 tox | IP6K1 inhibitor | GPT2 inhibitor | SNCA expr inhib | SNCA viab count
OC[C@H]1O[C@@H](Oc2cc(O)cc(-c3cc4ccc(O)cc4o3)c2)[C@H](O)[C@@H](O)[C@@H]1O | . | . | . | 12.3 | i | . | -11.3%[23.9 µM]
COc1ccc(-c2cc(N3CCCC(NC(=O)c4cc(F)ccc4Cl)C3)n[nH]2)cc1 (centres undefined) | ? | ? | 28.2µM* | 7.1 | ? | -9.1% | -26.6%
Cc1ccc(NC(=O)Cn2ncc3c4ccccc4n(Cc4ccccc4)c3c2=O)cc1Cl | . | . | . | -8.4 | . | -3.6% | -2.4%
CC(=O)N1Cc2ccccc2CC2(CCN(Cc3cccnc3)CC2)C1 | 3.3% | . | -5.6% | -7.9 | i | -25.7% | -6.7%
CC1(C)[C@H](Cc2cc(CN3CCCCC3)on2)C[C@@H]1N | ? | -1.3%[230 µM] | ? | 10.4 | i | -9.9%[87.6 µM] | -8.5%[87.6 µM]
Cc1ccc(N2CCN(c3nc4c(S(=O)(=O)c5ccc(C)c(C)c5)nnn4c4ccccc34)CC2)c(C)c1 | . | . | . | 2.2 | . | ? | 5.1%
O=C(NCc1cc(F)cc(F)c1)c1nnn2c1COC(c1ccc(Br)cc1)C2 (centres undefined) | ? | 8.9% | ? | 2.6 | -2.7% | 12.4% | 4.5%
C[C@@H]1O[C@@H](O[C@H]2[C@H](O[C@H]3CC[C@@]4(C)C(CC[C@]5(C)C4C=C[C@]46OC[C@@]7(CCC(C)(C)C[C@H]74)[C@@H](O)C[C@]65C)[C@]3(C)CO)O[C@H](CO)[C@@H](O)[C@@H]2O[C@@H]2O[C@H](CO)[C@@H](O[C@@H]3O[C@@H](C)[C@H](O)[C@@H](O)[C@H]3O)[C@H](O)[C@H]2O)[C@H](O)[C@H](O)[C@H]1O (some centres undefined) | . | . | . | 14.9 | -23.1%[17.1 µM] | . | -65.8%[12.5 µM]
Cc1cccc(CC(=O)N2CCC(c3noc(COCC4CC4)n3)CC2)c1 | -26.7% | 4.5% | ? | -5.1 | i | 8.3% | -2.5%
Cc1ccc2oc(=O)c3cc(C(=O)Nc4ccc(F)cc4F)sc3c2c1 | . | . | . | -9.0 | . | 1.4% | -0.1%
CC(C)c1nc(C(=O)N2CC[C@@](O)(C3CCOCC3)[C@H](C)C2)cs1 | 4.8% | -5.8% | i | 26.1 | i | -8.1% | -8.7%
CCN(CC)c1cc(CCC(=O)Nc2ccc(OC)c(OC)c2)ccn1 | -22.7% | 5.5% | ? | 9.4 | 4.7% | 15.1% | -0.6%
CC(C)Oc1cc(F)cc(-c2cc(NCCO)ncn2)c1 | ? | 8.3% | ? | -3.7 | -25.5% | 7.1% | 7.5%
Fc1ccccc1N1CCN(c2ncnc3onc(-c4ccc(Cl)cc4)c23)CC1 | . | . | . | -3.9 | . | 17.6% | ?
COc1cccc(-c2nccn2C2COC3(CCCC3)C2)c1OC (centres undefined) | -24.1% | 0.0% | ? | -2.5 | -4.8% | -21.2% | 2.6%
Cc1cc(NCC(C)n2ccnc2)n2nc(C)c(C)c2n1 (centres undefined) | 2.6% | -1.2% | 0.1% | 15.8 | -16.9% | 7.5% | -27.5%
CC(C)CC(=O)N1CCn2c(nnc2[C@@H]2C[C@@H](O)CN2Cc2ccccc2)C1 | i | 7.9% | i | -12.3 | i | 27.1% | -10.5%[12.5 µM]
Cc1cccc(-c2nnn3c2nc(NCc2ccc4c(c2)OCO4)c2ccccc23)c1 | . | . | . | 19.9 | . | 50.8%[activator] | 5.3%
O=S(=O)(c1ccc(OC(F)(F)F)cc1)N1CCC(c2nc3ccccc3s2)CC1 | . | . | . | 12.3 | . | 3.9% | 18.0%
CCOC(=O)N1CCc2c(sc3c2c(=O)n(-c2ccc(Cl)cc2)c(=O)n3CC(C)C)C1 | . | . | . | 21.4 | . | -20.9% | 14.5%
Cc1ccccc1-n1nc(CO)c(C(=O)NCCc2ccccc2)n1 | . | . | . | 20.0 | . | 0.9% | -1.3%
Cc1cccn2c(=O)c(C(=O)N3CCN(c4ccccc4F)CC3)cnc12 | . | . | . | 29.1 | . | 57.1%[activator] | -0.8%
CCCCc1nn(CC(=O)NCc2n[nH]c(C)n2)c(=O)n1CC | 0.0% | 4.0% | -4.7% | -0.6 | i | 5.8% | -3.9%
COc1ccc(-c2n[nH]c3c2CC(=O)N(CCOc2ccccc2)C3)cn1 | ? | ? | ? | 12.0 | -7.7%[88.5 µM] | 33.1%[activator][87.6 µM] | -10.1%[87.6 µM]
Cc1occc1C(=O)N1C[C@@H](COc2ccccc2)[C@H](C(N)=O)C1 | 2.9% | 3.7% | i | 10.6 | i | 10.7% | -0.1%
COc1cccc(CN2C[C@@H]3C(C(=O)Nc4cncc(OC)c4)=NO[C@@H]3C2)c1 | ? | 0.3%[172 µM] | ? | 2.3 | -11.0%[88.5 µM] | -15.3%[87.6 µM] | -1.5%[87.6 µM]
O=C(c1cnc(N2CCCCC2)c2ccccc12)N1CCN(c2ccccc2F)CC1 | . | . | . | 0.7 | . | ? | 8.4%
O=C(Nc1nnc(S(=O)(=O)N2CCCC2)s1)c1ccc(F)cc1 | . | . | . | -5.5 | . | 8.9% | -3.9%
O=C(Cc1c[nH]c2ncc(-c3cccnc3)cc12)Nc1ccccc1 | 25.1µM* | 10.0%[172 µM] | ? | 0.9 | 0.8%[88.5 µM] | 56.7%[activator][87.6 µM] | -11.4%[87.6 µM]
CC[C@H]1CN(C(C)=O)CC[C@H]1CC(=O)NCc1ccccc1OC | -22.5%[174 µM] | 12.6%[172 µM] | -7.6%[172 µM] | 9.4 | -0.1%[88.5 µM] | -16.0%[87.6 µM] | -0.4%[87.6 µM]

In a second layout: results already given
Cc1cccn2c(=O)c(C(=O)N3CCN(c4ccccc4F)CC3)cnc12
  NIH3T3 tox: .	Luciferase inh: .	HEK293 tox: .	IP6K1 inhibitor: 29.1	GPT2 inhibitor: .	SNCA expr inhib: 57.1%[activator]	SNCA viab count: -0.8%

CCCCc1nn(CC(=O)NCc2n[nH]c(C)n2)c(=O)n1CC
  NIH3T3 tox: 0.0%	Luciferase inh: 4.0%	HEK293 tox: -4.7%	IP6K1 inhibitor: -0.6	GPT2 inhibitor: i	SNCA expr inhib: 5.8%	SNCA viab count: -3.9%

COc1ccc(-c2n[nH]c3c2CC(=O)N(CCOc2ccccc2)C3)cn1
  NIH3T3 tox: ?	Luciferase inh: ?	HEK293 tox: ?	IP6K1 inhibitor: 12.0	GPT2 inhibitor: -7.7%[88.5 µM]	SNCA expr inhib: 33.1%[activator][87.6 µM]	SNCA viab count: -10.1%[87.6 µM]

Cc1occc1C(=O)N1C[C@@H](COc2ccccc2)[C@H](C(N)=O)C1
  NIH3T3 tox: 2.9%	Luciferase inh: 3.7%	HEK293 tox: i	IP6K1 inhibitor: 10.6	GPT2 inhibitor: i	SNCA expr inhib: 10.7%	SNCA viab count: -0.1%

Other entries follow:
SMILES | NIH3T3 tox | Luciferase inh | HEK293 tox | IP6K1 inhibitor | GPT2 inhibitor | SNCA expr inhib | SNCA viab count
CCOc1ccc(CCNC(=O)c2ccc3[nH]c(C)c(C)c3c2)cc1 | . | . | . | -15.8 | . | -17.9% | 12.1%
CNC(=O)c1cc(C2CC2)nc2onc(C3CCCN3C(=O)Nc3ccc(C)c(F)c3)c12 (centres undefined) | -13.6% | . | -5.7% | 1.4 | . | . | .
COc1ccc(CN[C@@H]2CCC[C@@H](C(=O)NCc3cc(C)on3)CC(=O)N(C)C2)cc1 | i | -0.2%[172 µM] | -2.2%[172 µM] | 16.6 | -2.3%[88.5 µM] | 4.1%[87.6 µM] | 2.3%[87.6 µM]
COc1cc2nc(NCc3ccccc3Cl)n3nc(-c4cccnc4)nc3c2cc1OC | . | . | . | -22.4 | . | 5.1% | -4.1%
COc1ccc(-c2cnc3[nH]cc(CC(=O)Nc4ccc(C(F)(F)F)cc4)c3c2)cc1 | 44.7µM* | 0.6%[172 µM] | ? | -15.2 | 0.9%[88.5 µM] | -21.8%[87.6 µM] | -7.0%[87.6 µM]
O=C(NC1CCN(c2ccnc3ccnn23)C1)c1cncc(Br)c1 (centres undefined) | ? | . | ? | 8.1 | i | ? | -18.4%
CCOc1ccc(S(=O)(=O)N2CCC(n3c(C)nc4cccnc43)CC2)cc1 | . | . | . | 18.7 | . | ? | ?
O=C(c1ccccc1F)N1CCCC2(CN[S+](=O)([O-])c3cccnc3N2)C1 (centres undefined) | -5.5% | . | -1.2% | 1.0 | . | . | .
COc1ccc(C(=O)N[C@@H]2CCC[C@@H]2C(=O)N(C)C)cn1 | -6.8% | 2.2% | -23.3% | 17.6 | -7.1% | 4.3% | -5.9%
CN(CCc1ccccn1)C(=O)c1ccc2c(c1)[nH]c(=O)n2C1CCC(O)CC1 (centres undefined) | i | 15.1% | i | 1.0 | i | 52.2%[activator] | 2.1%
CCOC(=O)c1cc(S(=O)(=O)N2CCN(c3ccccc3F)CC2)[nH]n1 | . | . | . | 4.9 | . | -15.2% | 9.5%
COCCC(=O)N[C@H]1CC[C@]2(C)CCC([C@H](C)C(=O)NCc3cccs3)[C@H](O)[C@H]2[C@@H]1C (some centres undefined) | -4.2% | 2.8% | ? | -3.1 | -5.4% | 5.3% | -5.4%
COc1cccc(CNC(=O)Cn2ccn3nc(-c4ccccc4)c(CO)c3c2=O)c1 | 2.2% | -8.3% | -0.9% | 18.1 | i | -10.7% | -7.3%
COc1ccc(CNC(=O)N2CCCC(c3nn(C)c(=O)n3C3CCCC3)C2)cc1 (centres undefined) | 2.5% | -3.8% | 11.0% | 4.8 | -8.2% | -0.3% | 8.6%
COc1ccc(N2CCN(Cc3nc4c(c(=O)[nH]c(=O)n4C)n3Cc3ccc(C)cc3)CC2)cc1 | . | . | . | 21.9 | . | 22.7% | 9.7%
COc1ccc(-c2ccnc3nc(CCc4ccccc4)nn23)c(F)c1 | ? | 3.3% | ? | -0.7 | -7.2% | -17.8% | 9.3%
COc1cccc(-c2ccc(C(=O)N3CCC(C(=O)NCC(F)(F)F)CC3)cc2)c1 | ? | . | ? | 9.2 | i | -1.9% | 1.5%[12.5 µM]
CCc1ccc(NC(=O)Cn2c(C(=O)OC)cc3oc(C)cc32)cc1 | . | . | . | -3.2 | . | 42.4%[activator] | -4.6%
O=C1NC2(CCNCC2)C(=O)N1Cc1cccc(Cl)c1Cl | -22.1% | -14.3% | -10.3% | -9.0 | 1.7% | -6.8% | 8.7%
Cc1ccc(N2CCN(S(=O)(=O)c3nnc(NC(=O)c4ccc(C(C)C)cc4)s3)CC2)cc1 | . | . | . | -4.6 | . | 38.2%[activator] | -5.5%
CCc1ccc(CNC(=O)COc2cc(=O)n(CC)c3ccccc23)cc1 | . | . | . | -9.8 | . | -2.9% | 10.6%
Cc1onc(C(=O)N2CCC(CCOc3ccc(F)cc3)C2)c1Cn1cc(Cl)cn1 (centres undefined) | 44.7µM* | 3.0% | ? | 15.2 | i | -27.3% | -13.2%

The order is random; 7.7% or so of the library scored in one or more.
